EPAC2 ag: agonists of human EPAC2 (RAPGEF4). 360,000 compounds, 0.079% hits. EPAC2 activation, biochemical qHTS; response scale: 100% = 6.5 mM cAMP response. Potency, µM (top dose mostly 154 µM), for inactives: at the highest dose activation, usual class: activators; also: potency is read from the fitted curve at half-maximal effect; nearly all actives have a fitted effect of over 50% in size
Target sequence (Q8WZA2 whole entry, looked up): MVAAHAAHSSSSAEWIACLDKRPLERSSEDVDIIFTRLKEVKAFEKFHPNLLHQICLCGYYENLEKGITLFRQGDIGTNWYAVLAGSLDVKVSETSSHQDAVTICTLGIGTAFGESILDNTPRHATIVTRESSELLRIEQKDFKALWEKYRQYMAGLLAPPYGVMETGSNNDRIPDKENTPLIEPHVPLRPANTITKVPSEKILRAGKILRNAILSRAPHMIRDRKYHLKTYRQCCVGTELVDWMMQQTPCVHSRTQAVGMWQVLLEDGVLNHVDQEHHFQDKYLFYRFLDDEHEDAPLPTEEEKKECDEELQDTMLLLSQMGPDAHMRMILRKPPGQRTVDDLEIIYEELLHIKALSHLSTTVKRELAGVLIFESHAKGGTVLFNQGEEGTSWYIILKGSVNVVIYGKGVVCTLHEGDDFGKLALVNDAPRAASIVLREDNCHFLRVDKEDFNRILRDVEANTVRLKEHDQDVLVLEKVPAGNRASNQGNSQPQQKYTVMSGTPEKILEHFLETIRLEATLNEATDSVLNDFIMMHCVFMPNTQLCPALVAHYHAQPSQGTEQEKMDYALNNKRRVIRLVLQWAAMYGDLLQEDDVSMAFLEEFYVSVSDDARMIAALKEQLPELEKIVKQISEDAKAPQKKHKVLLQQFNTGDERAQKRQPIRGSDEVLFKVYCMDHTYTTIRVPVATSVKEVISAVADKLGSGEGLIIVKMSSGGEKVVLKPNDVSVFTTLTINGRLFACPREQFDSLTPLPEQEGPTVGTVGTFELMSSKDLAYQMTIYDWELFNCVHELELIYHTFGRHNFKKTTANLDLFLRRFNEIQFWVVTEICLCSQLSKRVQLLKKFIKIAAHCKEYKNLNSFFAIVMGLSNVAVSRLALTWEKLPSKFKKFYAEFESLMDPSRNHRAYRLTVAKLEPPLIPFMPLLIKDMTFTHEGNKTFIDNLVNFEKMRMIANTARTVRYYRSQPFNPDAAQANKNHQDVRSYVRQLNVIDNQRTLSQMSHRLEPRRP
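Exchange assay: 100 nM EPAC2 with 250 nM Rap1B-BODIPY-GDP and 50 uM GDP. Fluorescence (ex 480/em 540 nm) read every 5 min for 30 min at room temperature. Data normalized to 6.5 mM cAMP as agonist control.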
HepG2 tox: HepG2 cytotoxicity, counter-screen for TGF-b inhibitors; 410,000 compounds, 0.76% hits; HepG2 CAGA-GFP viability, ATP luminescence, 18 h; Potency, µM (doses to about 46.1 µM), for the others: at the top dose activity change, negative = cytotoxicity, usual class: cytotoxic; also: potency is read from the fitted curve at half-maximal effect; some results filed as inactive show a strong effect at the top dose
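CellTiter-Glo luminescence gave cytotoxicity after 18 hours at 37 degrees C. The cells were HepG2 CAGA-GFP in 1% FBS DMEM, stimulated with 500 pg/mL TGF-beta after compound addition. %Activity was normalised to no-cell wells (complete cell-killing) and DMSO (no toxicity), and curves were fitted and classified.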
S2 tox: viability counter-screen for ATXN expression inhibitors; S2 cells (HEK-293 line with an ATXN2-luciferase reporter) viability, CellTiter-Fluor protease fluorescence, 24 h; Potency, µM (series often up to 56.7 µM), most hits filed as cytotoxic; 400,000 compounds, 0.49% hits; also: potency is read from the fitted curve at half-maximal effect; nearly all actives have a fitted effect of over 40% in size
Nrf2 ARE act: Nrf2 pathway activation | AREc32 ARE-luciferase reporter (MCF7-derived line), luminescence, 24 h | Potency, µM (series often up to 46.1 µM), for inactives: at the highest dose activation, hits mostly activators | 410,000 compounds, 0.31% hits | AID 624171; also: potency is read from the fitted curve at half-maximal effect; % of control where 0% means no effect; nearly all actives have a fitted effect of over 65% in size
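AREc32 cells carrying an ARE-driven firefly luciferase, 1000 cells/well in OPTI-MEM with 5% FBS, dosed after overnight attachment and incubated 24 hr at 37 deg C. Steady-Glo luminescence read after 30 min at RT.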
ATXN2 expr inh: inhibitors of ATXN2 expression; HEK-293 ATXN2-luciferase reporter, luminescence, 24 h; Potency, µM (series often up to 57 µM), for inactives: at the top dose activity change, negative = inhibition, hits mostly inhibitors; 360,000 compounds, 0.72% hits; AID 1745845; also: potency is read from the fitted curve at half-maximal effect; % is scaled to controls: 0 for no effect and ±100 for the full control effect; nearly all actives have a fitted effect of over 55% in size
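qHTS (up to 57 uM final) was run with 24 h compound exposure of reporter cells at 37 °C. Each well was multiplexed: SteadyGlo luminescence measured ATXN2-luciferase expression after a fluorogenic Gly-Phe-AFC viability readout (25 uM final).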
A549 tox: A549 cytotoxicity, counter-screen for Nrf2 inhibitors; A549 ARE-Fluc cells, CellTiter-Fluor viability, 18-24 h; Potency, µM (titrated, usually from 46 µM), inactives show at the highest dose activity change, negative = cytotoxicity, most hits filed as inhibitors; 390,000 compounds, 0.16% hits; also: potency is read from the fitted curve at half-maximal effect; % is scaled to controls: 0 for no effect and ±100 for the full control effect
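A549 ARE_Fluc cells in 5% FBS OPTI-MEM were exposed to compounds in concentration-response for 18-24 h at 37 deg C. Viability was read by CellTiter-Fluor fluorescence (Ex 405/Em 525) after 30 min, before the luciferase read.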
TGFb inhibitor: inhibitors of TGF-b signaling; 410,000 compounds, 1.2% hits; HepG2 CAGA-GFP TGF-b/SMAD3 reporter, GFP fluorescence, 18 h; TGF-beta stimulated, 500 pg/mL final; AID 588855; Potency, µM (doses to about 46.1 µM), for inactives: at the top dose activity, negative = inhibition, most hits filed as inhibitors; also: potency is read from the fitted curve at half-maximal effect; % is scaled to controls: 0 for no effect and ±100 for the full control effect; nearly all actives have a fitted effect of over 65% in size
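GFP signal (ex488/em500-530) from TGF-beta-stimulated HEPG2 CAGA-GFP cells, 500 pg/mL final, 18 h at 37 degrees C in DMEM plus 1% FBS, normalized to unstimulated and DMSO-stimulated controls.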
Nrf2 block: inhibitors of Nrf2 signaling. A549 ARE-Fluc reporter, luciferase luminescence, 18-24 h. Potency, µM (series often up to 46 µM), for inactives: at the highest dose activity change, negative = inhibition, hits mostly inhibitors. 360,000 compounds, 2.1% hits. AID 504444; also: potency is read from the fitted curve at half-maximal effect; % is scaled to controls: 0 for no effect and ±100 for the full control effect; nearly all actives have a fitted effect of over 60% in size
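Nrf2 function is reported as luminescence of an ARE-controlled luciferase in A549 cells. Compounds were tested at several concentrations, and a CellTiter-Fluor read on the same wells flagged cytotoxicity.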
IL-2 act: IL-2 activation | IL-2 activation reporter assay, cell-based qHTS; stimulated with anti-CD3/CD4/CD28 beads; in transgenic mouse T cells | activation, % (series mostly up to about 46 µM) | 360,000 compounds, 0.065% hits | AID 652025; in the data active = activation above about 50%; inconclusive = mostly about 30% to 49%; also: 0% is about no effect
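Unstimulated transgenic mouse T cells preincubated 60 min with compound, then stimulated with anti-CD3/anti-CD4-coated beads plus anti-CD28 for 18 h at 37 degrees C. IL-2 response read as EGFP and DsRed fluorescence by plate cytometry.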
* hit, by the source's call; i = inactive; ? = inconclusive; nt = not tested or not shown; & = joins results of further samples; [ ] = remark or other dose. Unless noted, calls follow the shape of the dose curve; as a rule, active = well fitted curve in the direction sought with a large enough effect; inconclusive = small, poorly fitted or top-dose-only effect, or another doubt; inactive = no such curve, though single readings can be large; an effect the other way counts as inactive or inconclusive.

[1] Cc1c(C(=O)OCc2ccc(F)cc2)sc2nc3n(c(=O)c12)CCC3
[2] Cc1ccc2ccccc2c1NC(=O)Cn1nnc(-c2cccnc2)n1
[3] Cc1cc(NC(=O)CCCS(=O)(=O)c2nc(-c3cccs3)cc(C(F)(F)F)n2)no1
[4] CC(=O)c1sc2ccccc2c1OC(=O)c1ccco1
[5] CN1CCN(C(=O)c2cc3c(c(-c4cccc(Br)c4)n2)[C@@H](CCO)N(S(=O)C(C)(C)C)C3)CC1 (stereo partly drawn)
[6] Nc1cc(C(=O)O)ccc1Sc1ccccc1C(=O)O
[7] COc1ccc(-c2nc(CS(=O)CC(=O)NCc3ccco3)c(C)o2)cc1OC (stereo not drawn)
[8] C[C@H](CO)N1C[C@H](C)[C@@H](CN(C)C(=O)c2cnccn2)Oc2cc(C#CCC3CCCC3)ccc2S1(=O)=O
Assay by compound	1	2	3	4	5	6	7	8
EPAC2 ag	6%	5%	-6%	-5%	-19%	7%	6%	-7%
HepG2 tox	1%	-37%	-106%	-2%	-2%	9%	-15%	-34%
S2 tox	i	i	28µM*	?	i	?	i	i
Nrf2 ARE act	-0.1%	0.1%	-1.8%	8.4%	-0.1%	7.0%	4.1%	3.0%
ATXN2 expr inh	2%	?	?	5%	2%	nt	-1%	-22%
A549 tox	2%	8%	-23%	-10%	nt	1%	-2%	nt
TGFb inhibitor	-1%	-1%	14µM*	1%	-6%	-5%	-6%	?
Nrf2 block	-12%	-7%	-14%	15%	nt	19%	-4%	nt
IL-2 act	1.4	0.0	-0.9	0.4	-0.2	1.5	-3.8	-1.6

[9] Cc1ccc(-c2nnc(Nc3ccc(CC(N)=O)cc3)c3ccccc23)cc1S(=O)(=O)NCCO
[10] CCC1CN(C(=O)N2CCC(C(=O)NCc3cccc(C)c3)CC2)c2ccccc2O1 (stereo not drawn)
[11] COC(=O)CNc1nc(-c2cccnc2)nc2ccccc12
[12] NCCS(=O)(=O)O
[13] CC(=O)C1C(c2ccc(F)cc2)NC(=O)NC1(O)C(F)(F)F (stereo not drawn)
[14] COCCOc1ccc(C(F)(F)F)cc1NC(=O)c1ccccc1F
[15] Cc1ccn2cc(CCNC(=O)Cc3cccs3)nc2c1
[16] Cn1c(N2CCOCC2)nc2c1c(=O)n(Cc1ccc(Cl)cc1)c(=O)n2C
Assay by compound	9	10	11	12	13	14	15	16
EPAC2 ag	7%	nt	3%	12%	8%	-1%	8%	-9%
HepG2 tox	-2%	-2%	13%	-1%	0%	-11%	-16%	6%
S2 tox	i	nt	i	i	i	i	i	i
Nrf2 ARE act	-0.1%	-0.9%	-0.2%	0.4%	-0.1%	25%	0.2%	-0.1%
ATXN2 expr inh	4%	nt	-6%	4%&3%&4%	-13%	-7%	-5%	4%
A549 tox	4%	-4%	1%	4%	5%	0%	-5%	-3%
TGFb inhibitor	-25%	-11%	22%	8%	0%	?	-12%	23%
Nrf2 block	-7%	-6%	-20%	-9%	16%	14%	-22%	?
IL-2 act	0.0	nt	0.9	0.8	-0.2	-0.1	-2.6	-0.9

[17] O=C(c1ccc(NS(=O)(=O)c2cccc(F)c2)cc1)N1CCCC1
[18] CCN(CC)C(=O)COc1ccc2c(-c3ccccc3)cc(=O)oc2c1
[19] C[C@H](CO)N1C[C@H](C)[C@@H](CN(C)C(=O)Nc2ccc(C(F)(F)F)cc2)Oc2ccc(NC(=O)Nc3ccc(C(F)(F)F)cc3)cc2C1=O
[20] O=S(=O)(Nc1ccc(N2CCCCC2)cc1)c1ccc(F)c(F)c1
[21] Cc1cc(OC(C(=O)O)c2ccccc2)c2c(C)c(Cc3ccccc3)c(=O)oc2c1 (stereo not drawn)
[22] COC1CCCN(Cc2nc(Cc3ccccc3F)no2)C1 (stereo not drawn)
[23] Cc1c(C)c2ccc(O)c(CN3CCN(C)CC3)c2oc1=O
[24] COc1ccc(N2CCN(C(c3ccccc3OC)c3nnnn3C3CCCC3)CC2)cc1 (stereo not drawn)
Assay by compound	17	18	19	20	21	22	23	24
EPAC2 ag	2%	1%	-4%	9%	5%	-6%	7%	23%
HepG2 tox	-3%	-40%	2%	-45%	-45%	1%	-15%	-11%
S2 tox	i	i	?	i	i	i	i	?
Nrf2 ARE act	-0.6%	-0.1%[9.22 µM]	-2.0%	0.2%	-0.5%	0.0%	-0.2%	-0.3%
ATXN2 expr inh	-8%	-8%	?	2%	11%	10%	1%	-32%
A549 tox	1%	8%	-12%	0%	-1%	-2%	1%	2%
TGFb inhibitor	-12%	0%	?	-8%	-4%	16%	-2%	-7%
Nrf2 block	-6%	-2%	-30%	-5%	6%	1%	6%	nt
IL-2 act	0.4	-2.0	-2.3	-2.9	-0.2	-0.5	-5.0	-0.5

The list goes on, overlapping the part above by 3 compounds.
[22] COC1CCCN(Cc2nc(Cc3ccccc3F)no2)C1 (stereo not drawn)
[23] Cc1c(C)c2ccc(O)c(CN3CCN(C)CC3)c2oc1=O
[24] COc1ccc(N2CCN(C(c3ccccc3OC)c3nnnn3C3CCCC3)CC2)cc1 (stereo not drawn)
[25] CCOC(=O)N1CCN(C(=O)CCSc2ccc(Cl)cc2)CC1
[26] CCOC(=O)C1CCN(C(=O)C2CCN(S(=O)(=O)N3CCC4(CC3)OCCO4)CC2)CC1
[27] OC(COc1ccc(Cl)cc1)CN1CCN(c2ccccn2)CC1 (stereo not drawn)
[28] Cc1noc(/C=C/N(C)C)c1S(=O)(=O)N1CCCC(C(=O)NCc2cccs2)C1 (stereo not drawn)
[29] CCOC(=O)CC(NC(=O)c1cc2cccc(OC)c2oc1=O)c1cccc([N+](=O)[O-])c1 (stereo not drawn)
[30] NC(=O)C1CCN(C(=S)NCc2ccc3c(c2)OCO3)CC1
[31] O=C(NC1(C(F)(F)F)N=C(c2ccccc2)NC1=O)c1ccccc1F (stereo not drawn)
[32] CC(C)N(Cc1ccccc1)C(=O)Cn1c(=O)cnc2ccccc21
Assay by compound	22	23	24	25	26	27	28	29	30	31	32
EPAC2 ag	-6%	7%	23%	2%	-1%	0%	0%	-11%	1%	1%	3%
HepG2 tox	1%	-15%	-11%	-7%	-1%	-2%	-5%	34%	11%	15%	1%
S2 tox	i	i	?	i	i	?	i	i	i	i	i
Nrf2 ARE act	0.0%	-0.2%	-0.3%	0.5%	0.1%	0.3%	0.4%	11%	-0.7%	-0.3%	0.4%
ATXN2 expr inh	10%	1%	-32%	7%	9%	-29%	-1%	-8%	nt	1%	nt
A549 tox	-2%	1%	2%	19%	1%	0%	-5%	-8%	1%	-4%	12%
TGFb inhibitor	16%	-2%	-7%	-1%	17%	0%	5%	13%	-3%	1%	-11%
Nrf2 block	1%	6%	nt	8%	-5%	1%	11%	-5%	-5%	-2%	1%
IL-2 act	-0.5	-5.0	-0.5	-2.6	-2.6	1.1	-1.4	-2.5	1.0	0.3	0.7

[33] Cc1ccc(C(=O)Nc2ccncc2)cc1S(=O)(=O)N1CCCCC1
[34] CCc1nnc(NS(=O)(=O)c2ccc(N3C(=O)C4CC=C(Cl)CC4C3=O)cc2)s1 (stereo not drawn)
[35] O=C1CN(S(=O)(=O)c2ccccc2Cl)CCN1
[36] Cc1ccc(S(=O)(=O)Nc2nc3ccc(N)cc3s2)cc1
[37] C/C(=N/Nc1ccc([N+](=O)[O-])cc1)c1c[nH]c2ccccc12
[38] COc1ccc(N2CC(C(=O)Nc3ccc(S(=O)(=O)N4CCCC4)cc3)CC2=O)cc1 (stereo not drawn)
[39] O=C(CCC(=O)N1CCN(c2ccccc2F)CC1)c1ccc(Cl)s1
[40] O=[N+]([O-])c1ccc(O)c(C=NNc2ccc(S(=O)(=O)O)cc2)c1
[41] Cc1ccnc(NC(=O)CN2C(=O)c3ccccc3S2(=O)=O)c1
[42] O=C(Nc1cccnc1)c1ccc(NC(=O)c2ccco2)cc1
[43] O=S1(=O)N=C(N/N=C/c2cccs2)c2ccccc21
Assay by compound	33	34	35	36	37	38	39	40	41	42	43
EPAC2 ag	-1%	-5%	-2%	14%	7%	2%	18%	-4%	7%	-1%	9%
HepG2 tox	-1%	-1%	33%	-14%	-20%	-26%	-3%	18%	5%	-2%	-26%
S2 tox	i	i	i	i	i	i	?	i	i	i	?
Nrf2 ARE act	2.0%	-0.6%	-0.5%	0.6%	?	2.1%	1.9%	-0.7%	-0.6%	-0.1%	-0.1%[9.22 µM]
ATXN2 expr inh	nt	1%	-1%	6%	nt	-4%	-18%	8%	1%	24%	-16%
A549 tox	nt	2%	-3%	4%	?	2%	7%	-12%	-8%	20%	-9%
TGFb inhibitor	-24%	-3%	-1%	-1%	-3%	?	?	18%	-5%	5%	?
Nrf2 block	nt	?	4%	?	1%	-22%	18%	0%	1%	-8%	?
IL-2 act	-3.0	-2.1	0.8	1.6	-0.4	-1.3	0.4	-0.8	1.3	0.3	-2.9

Values by screen from above.
Nos. 31 to 35 in S2 tox: i, i, i, i, i
Nos. 31 to 35 in A549 tox: -4%, 12%, nt, 2%, -3%

High-throughput results from PubChem.
